12-LOX inh – ALOX12 (human) lipoxygenase inhibition. purified 12hLO, xylenol orange hydroperoxide absorbance. Potency, µM (highest dose often 108 µM), for inactives: at the highest dose activity change, negative = inhibition, hits mostly inhibitors. 580,000 tested, 1.1% active. AID 1671190; active = well fitted inhibition curve with a large enough effect; inconclusive = small, poorly fitted or top-dose-only effect, or another doubt; inactive = no such curve, though single readings can be large or run the other way
Target sequence (P18054 whole entry, looked up): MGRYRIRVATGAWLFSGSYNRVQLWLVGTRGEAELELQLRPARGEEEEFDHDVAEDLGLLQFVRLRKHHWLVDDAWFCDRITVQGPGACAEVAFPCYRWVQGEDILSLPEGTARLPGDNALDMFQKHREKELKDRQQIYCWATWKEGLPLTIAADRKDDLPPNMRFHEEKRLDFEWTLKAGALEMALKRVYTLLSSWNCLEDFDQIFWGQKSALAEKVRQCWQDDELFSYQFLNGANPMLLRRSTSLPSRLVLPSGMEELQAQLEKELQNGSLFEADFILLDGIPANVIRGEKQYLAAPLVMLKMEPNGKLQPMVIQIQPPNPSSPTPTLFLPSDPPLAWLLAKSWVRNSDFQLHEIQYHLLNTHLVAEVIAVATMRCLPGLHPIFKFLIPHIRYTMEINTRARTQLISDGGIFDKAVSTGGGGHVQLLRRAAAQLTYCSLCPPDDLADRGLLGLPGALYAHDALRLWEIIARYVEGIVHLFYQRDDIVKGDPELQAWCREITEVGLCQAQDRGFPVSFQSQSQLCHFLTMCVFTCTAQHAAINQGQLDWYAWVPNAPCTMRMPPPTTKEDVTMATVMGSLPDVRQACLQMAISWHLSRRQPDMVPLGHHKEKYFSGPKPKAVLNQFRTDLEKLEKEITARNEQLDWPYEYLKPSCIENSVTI
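Hydroperoxide product was detected by ferrous iron/xylenol orange as the 573 to 405 nm absorbance ratio. Arachidonic acid at 40 uM (final) was turned over for 30 min at room temperature by 150 nM human 12hLO, pH 7.0 Hepes buffer, after 15 min compound preincubation.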
Numbers without * were called inactive; ? = inconclusive; [ ] = remark or other dose. % is set by controls: 0 for no effect and ±100 for the full control effect; potency is the fitted concentration of half-maximal effect. Some of the compounds tested, so the mix of outcomes need not match the whole.

12-LOX inh,canonical_smiles
75%[activator][176 µM],CC(=O)Nc1ccc(C(O)[C@H]2COCC(=O)N2Cc2ccccc2F)cc1 (stereo not given in full)
18%,COc1ccc(C[C@H](NC(=O)C2=C[C@@H](NC(=O)CSCC(=O)O)[C@@H](O)[C@H](O)C2)C(N)=O)cc1
?,CNC(=O)CCn1ncc2cc(OCc3ccccc3-c3ccc(OC)cc3Cl)ccc21
-13%[176 µM],O=C1C2CN(Cc3ccncc3Cl)CCC2OCCN1Cc1ccccc1F (stereo not given)
-1%,O=c1n(-c2cccc(Cl)c2)nc2n1CCN(Cc1ccc(F)cc1)C2
?,O=C(Nc1ccccc1F)c1nc2ccccc2nc1N1CCCC1
-21%,O=C(Nc1ccc(OCC(F)(F)F)cc1)c1n[nH]c(=O)c2ccccc12
47%[activator],Cc1ccc(C2Cn3nnc(-c4noc(COc5ccc(F)cc5)n4)c3CO2)cc1 (stereo not given)
25%,CC(C1=CCCCC1)c1cnn(C)c1 (stereo not given)
-5%,O=C(Cn1ccn2nc(-c3ccccc3)c(CO)c2c1=O)NCCc1ccc(Cl)cc1
-39%,N#Cc1cc(C(=O)c2ccccc2OCC(=O)Nc2ccc(N3CCCCC3)cc2)cn(C2CC2)c1=O
-8%,CCCNC(=O)N1CCCC(c2nc(C3CCOCC3)no2)C1 (stereo not given)
?,COc1ccccc1NC(=O)N1CCC(Cc2ccccc2)CC1
-5%,CS(=O)(=O)N[C@@H]1[C@@H](NC(=O)c2scc3c2CCCC3)[C@H]2CCO[C@H]21
0%,CC(C)C(NC(=O)C(c1ccccc1)C1CCCC1)c1ccccc1 (stereo not given)
?,CCCc1cc(=O)[nH]c(-n2nc(C)cc2NC(=O)Cc2ccccc2)n1
71%[activator],C=CCn1ncc(CN2CCC(c3nnc(Cn4ccnc4C)n3C)CC2)c1C
13%,Cc1cccc(C(=O)Nc2cccc(-c3nn4c(C)nnc4s3)c2)c1
?,CCNC(=O)NC(=O)CN(CCC1CCCCC1)CC(N)=O
-5%,COc1ccc(Oc2cccc3c2S(=O)(=O)N(C2CC2)C[C@@H](COCc2ccccc2)O3)cc1
0%,COc1ccc(Cn2c(C(C)NC(=O)c3ccco3)nc3ccccc32)cc1 (stereo not given)
6%,CCOc1ccc(C(=O)Nc2cccc(Cl)c2N2CCCC2)cc1
1%,N#Cc1nc(COc2ccccc2F)oc1NCc1ccc2c(c1)OCO2
-5%,O=C(Nc1cccc(-c2nn3cnnc3s2)c1)c1ccccc1
0%,CC(C)CCN1CCN(c2nc3c(c(=O)[nH]c(=O)n3C)n2Cc2ccc(Cl)c(Cl)c2)CC1
11%,CCc1noc(-c2ccn3c(CNC(=O)c4ccncc4)nnc3c2)n1
28%,CCOC(=O)c1cccc(NC(=O)N2CC[C@@H](CC(=O)N[C@@H](CO)CC(C)C)[C@@H](CC)C2)c1
-18%,O=C(CN1C(=O)NC(c2ccccc2Cl)C2=C1COC2=O)Nc1ccc(F)c(F)c1 (stereo not given)
14%[176 µM],CC(C)NC(=O)C1CN(Cc2ccccc2)C(=O)N1 (stereo not given)
2%,CNC(=O)CNC(=O)c1cc(Br)ccc1Cl
?,Cc1cc(F)ccc1S(=O)(=O)Nc1ccccc1-c1n[nH]c(C2CC2)n1
26%,COC[C@@H]1CN(S(=O)(=O)C(C)C)C[C@H]1c1ccncc1
?,CCn1ncc(N2CCC(NC(=O)c3cccc(OC)c3OC)CC2)cc1=O
-3%,COCCNc1ncnc2c1CCN(C(=O)CCc1n[nH]c(C)n1)CC2
1%[6.33 µM],COc1cccc(N2C(=O)NC(=NC3CCCCC3)C23CCN(Cc2cccnc2)C3)c1 (stereo not given)
-10%[22.9 µM],CC(=O)N[C@H]1[C@H]([C@H](O)[C@H](O)CO)OC(C(=O)O)=C[C@@H]1N=C(N)N
10%[176 µM],COCC(=O)NC[C@H]1OC[C@@H](NCc2ccccc2F)[C@@H]1O
16%,CN(C)c1cccc(C(=O)NC2CCN(c3cc(-c4ccccc4)[nH]n3)C2)c1 (stereo not given)
21%,COc1ccc(CN2C[C@H]3CN(C4CCOCC4)C[C@@]3(C(=O)O)C2)cc1O
-1%,CN(C)C[C@@H]1CN(S(C)(=O)=O)C[C@H]1NC(=O)CCc1ccccc1
28%,COc1ccc(C(=O)N2CCC3(CC2)CC(c2nc(C)no2)N(C)C3)cn1 (stereo not given)
?,NS(=O)(=O)c1ccc(CCNCC(O)COCc2ccc(Cl)cc2)cc1 (stereo not given)
0%,COC1=CC(=O)OC(c2ccc(C#N)cc2)C1 (stereo not given)
3%[176 µM],CC1=C[C@@H](CNC(=O)C2CCCCC2)[C@H](C(C)C)C[C@H]1Cc1nc2ccc(C)cc2[nH]1
-13%,CCN(CC)S(=O)(=O)c1cc(-c2nc(-c3cccc(F)c3)no2)sc1C
43%[activator][176 µM],Cc1cc2ncc(C(=O)N3CCC(N4CCCC4)CC3)cn2n1
18%,CCn1cc(S(=O)(=O)N2CC(F)(F)C[C@H]2c2nnc(C)o2)cn1
?,C/C=C/C=C(\NC(=O)c1cccc(C)c1)C(=O)O
39%[activator][176 µM],COCC(=O)NC[C@@H]1C=C(C)[C@H](Cc2nc3ccc(F)cc3[nH]2)C[C@H]1C(C)C
-29%,COCc1ccc(C(=O)NCc2ccco2)cc1

(next part)
12-LOX inh,canonical_smiles
3%,CC(C)c1cc(C(=O)Nc2ccc(NC(N)=O)cc2)c2ccccc2n1
?,COc1ccc(CNC(=O)Cn2c(=O)c(CNc3ccc(C)cc3)cc3cc4c(cc32)OCCO4)cc1
-38%,O=S(=O)(c1ccc(Oc2ccc3ccccc3c2)nc1)N1CCOCC1
-2%,N#Cc1cccc(CN2CCc3nc(N4CCOCC4)[nH]c(=O)c3CC2)c1
?,CC(OC(=O)Cc1n[nH]c(=O)c2ccccc12)C(=O)c1ccc2c(c1)CCC2 (stereo not given)
-9%[176 µM],COc1ccccc1-c1ccc2ncc(Nc3ccc(CN4CCN(C)CC4)cc3)n2n1
?,COc1ccc(N/C=C/C(=O)c2ccc(Br)cc2)cc1Cl
-2%,CCc1nc(-c2ccc(OC3CCN(C(=O)Cc4c[nH]c5ccccc45)C3)cc2)no1 (stereo not given)
5%,CC(=O)N1CCN(C(=O)c2cc3ccccc3[nH]2)CC1
39%,CSc1ccccc1NC(=O)CN(C)C(=O)Cn1[nH]c(=O)c2ccccc2c1=O
-19%[176 µM],COCCNC(=O)Cc1c[nH]c2ncc(-c3cccnc3OC)cc12
42%[activator],Cc1cc(CN2CCC3(CCC(=O)N(C(C)C(=O)O)C3)CC2)on1 (stereo not given)
0%,COc1ccc(OC)c2c1cc(C(=O)NCC(=O)Nc1nc(C)cs1)n2C
-8%,COc1cc(Cl)c(C)cc1NC(=O)C(C)N1CCN(S(=O)(=O)Cc2ccccc2)CC1 (stereo not given)
42%[activator],CC(C)c1noc(-c2ccn3c(CNC(=O)c4ccc(N(C)C)cc4)nnc3c2)n1
-6%,COc1cccc(C(=O)N2C(C(=O)N3CCOCC3)COC23CCN(C(=O)CC(C)(C)C)CC3)c1 (stereo not given)
78%[activator],O=C(c1ccc(C(F)(F)F)cc1)N1CCC2(C1)C(=O)N(Cc1ccccc1)c1ccccc12 (stereo not given)
-5%,O=C1NC2(CCCCC2)N(C(=O)c2ccccc2F)C2=C1CCCC2
7%,Cc1cccc(OCC(=O)N2CCC3(CC2)CN(c2ncccn2)CC3CO)c1 (stereo not given)
19%,Cc1noc(C)c1CC(=O)N1CCCC(Cc2nc(C3CCOCC3)no2)C1 (stereo not given)
20%,Cc1[nH]c2ccc(F)cc2c1Cc1nc(C2CCOC2)no1 (stereo not given)
24%,Cc1ccc(S(=O)(=O)N(C)C)cc1NC(=O)c1nn(-c2ccccc2)c(=O)c2ccccc12
13%[12.5 µM],CC(C)NC(=O)N1CCN(c2cc(Cl)ncn2)C(=O)C1
?,CS(=O)(=O)N1CCCc2cc(C(=O)Nc3ccc(-c4nnc5n4CCCCC5)cc3)ccc21
19%,CSCc1c(C(=O)NCc2nnc3n2CCCCC3)oc2ccccc12

Individual results from the entries so far.
`Cc1cccc(OCC(=O)N2CCC3(CC2)CN(c2ncccn2)CC3CO)c1` (stereo not given) in 12-LOX inh has 7%
`COc1ccc(OC)c2c1cc(C(=O)NCC(=O)Nc1nc(C)cs1)n2C` in 12-LOX inh has 0%
`CC(C)c1noc(-c2ccn3c(CNC(=O)c4ccc(N(C)C)cc4)nnc3c2)n1` in 12-LOX inh has 42%[activator]
`CSCc1c(C(=O)NCc2nnc3n2CCCCC3)oc2ccccc12` in 12-LOX inh has 19%
`Cc1[nH]c2ccc(F)cc2c1Cc1nc(C2CCOC2)no1` (stereo not given) in 12-LOX inh has 20%

(cont.)
12-LOX inh,canonical_smiles
-11%,CC(C)CCN1CCC(N2CCN(S(=O)(=O)c3ccc(F)c(F)c3)CC2)C1=O (stereo not given)
7%[176 µM],O=C(N[C@H]1C[C@H]2C(=O)NC[C@@H](CCC(=O)N3CCCCC3)N2C1)c1cccs1
62%[activator],Cc1cc(C(F)(F)F)nn1CC(=O)NCC(=O)N1CCCCCCNC(=O)CC1c1ccccc1 (stereo not given)
43%[activator],CCOc1ccccc1-c1nccn1C1COc2ccccc2C1 (stereo not given)
?,Nc1ccc2nc(CO)[nH]c2c1
3%,CC(C)[C@H](NS(=O)(=O)c1ccc(F)cc1F)C(=O)N1CCC[C@H]1C(=O)NCc1ccccc1
34%[activator],COc1ccc(-c2nc(CSCC(=O)NCC(OC)OC)c(C)o2)cc1OC
66%[activator],Cc1ccc2oc(C(=O)N3CCN(C(c4ccccc4)c4ccccc4)CC3)cc(=O)c2c1
-2%[6.33 µM],O=[S+]1([O-])NCC2(CCN(Cc3c(F)cccc3Cl)C2)Oc2ccncc21 (stereo not given)
18%,Cc1cnc(C(=O)N2CCN(C(=O)N3CC4CC(C3)[C@H]3CCCC(=O)N3C4)CC2)cn1 (stereo not given in full)
?,CS(=O)(=O)Nc1cccc(CNC(=O)CC2CCCCC2)c1
?,c1ccc2c(c1)CNC1(CCN(Cc3cccc4ccccc34)CC1)CO2
-7%,CCN1C(=O)CCN(C(=O)c2nn(C)c3ccccc23)CC12CCOCC2
9%,COc1ccc(C(=O)N[C@@H]2CN(c3ncccn3)C[C@H]2CN(C)C)c(OC)c1
4%,Cc1cc(C)cc(C(=O)N2CCC(n3cc(-c4nc(C)no4)nn3)CC2)c1
?,COc1ccc(CN2C(=O)O[C@@H]3CN(Cc4cnc(C)[nH]4)C[C@@H]32)cc1OC
-4%,Cc1cc(C)cc(N2CCN(Cc3cn(-c4ccccc4)nn3)CC2=O)c1
6%,O=[N+]([O-])c1c(-n2nnc3ccccc32)nn(-c2ccccc2)c1C(Cl)Cl
5%[176 µM],COc1ccccc1-c1[nH]nc2ncc(-c3cnn(C)c3)nc12
?,Cn1c(=O)c2c(ncn2CC(=O)Nc2ccc(N3CCCCC3)cc2)n(C)c1=O
62%[activator][176 µM],COc1ccc(C(=O)Nc2ncc(-c3cccc(N(C)C)c3)c3c2OCC3)cc1
-10%,COc1ccc(-c2nc(CN3CCCC3c3cc(C)no3)co2)cc1 (stereo not given)
?,COc1ccc(-c2noc(-c3cccn3CC(=O)Nc3ccc(N(C)C)cc3)n2)cc1F
36%[activator],O=C1NC2(CCN(Cc3ccc(OC(F)(F)F)cc3)C2)OCc2ccccc21 (stereo not given)
60%[activator],CCCc1ccc(S(=O)(=O)N2C[C@@H](F)C[C@H]2C(=O)N2CCCCC2)cc1
?,O=C(O)c1cc2cn(C3CCCC3)cc2s1
?,CCOC(=O)[C@]12CCCC=C1N(CCC1=CCCCC1)C(=O)[C@H](CC(=O)NCc1cccs1)C2
7%[6.33 µM],O=C(NCCc1ccc(Cl)cc1)C1=NOC2CN(C(=O)Nc3cccnc3)CC12 (stereo not given)
-6%,Cc1cccc(NC(=O)CNC(=O)Cn2c(=O)n(C)c3ccccc32)c1C
38%[activator],O=S(=O)(NCc1cccnc1Oc1ccc(F)cc1F)c1cccnc1
?,Cc1cc(C)cc(NC(=O)COc2ccc3c(C)cc(=O)oc3c2)c1
48%[activator],CC(C)CNC(=O)C(Cc1ccccc1)NC(=O)c1ccccc1 (stereo not given)
?,COC(=O)[C@@]1(Cc2ccc(F)cc2)[C@H]2c3cc(C(=O)N(C)C)n(Cc4ccc(OC(F)(F)F)cc4)c3C[C@H]2CN1C(=O)c1ccccc1
-5%,CCCCn1nc(C(=O)Nc2sc3c(c2C#N)CCCC3)c2ccccc2c1=O
-8%[176 µM],COc1ccc2c(c1)CCN=C2C[C@H]1CN(C(=O)Cc2cccs2)CC[C@H]1CC(=O)O
?,COc1cccc(NC(=O)C2CC(=O)N(c3n[nH]c4cc(Br)ccc34)C2)c1 (stereo not given)
4%,COc1ccccc1NC(=O)NCC1CCN(Cc2cccnc2)C1 (stereo not given)
-30%,Cc1ccc(-n2nnnc2SCCCn2c(=O)c3c(ncn3C)n(C)c2=O)cc1C
5%,CCOC(=O)c1cc(Cl)c(C(=O)OCC)cc1Cl
1%[6.33 µM],COc1cccc(N2C(=O)NC(=NC3CCCC3)C23CCN(C(=O)c2ccccc2)C3)c1 (stereo not given)

Filtered by structure, those above with a cyano group (5)
12-LOX inh,canonical_smiles
-39%,N#Cc1cc(C(=O)c2ccccc2OCC(=O)Nc2ccc(N3CCCCC3)cc2)cn(C2CC2)c1=O
1%,N#Cc1nc(COc2ccccc2F)oc1NCc1ccc2c(c1)OCO2
0%,COC1=CC(=O)OC(c2ccc(C#N)cc2)C1 (stereo not given)
-2%,N#Cc1cccc(CN2CCc3nc(N4CCOCC4)[nH]c(=O)c3CC2)c1
-5%,CCCCn1nc(C(=O)Nc2sc3c(c2C#N)CCCC3)c2ccccc2c1=O

An excerpt from above in order of their number in 12-LOX inh, high to low.
mol,12-LOX inh
CCOC(=O)c1cc(Cl)c(C(=O)OCC)cc1Cl,5%
COc1ccccc1NC(=O)NCC1CCN(Cc2cccnc2)C1 (stereo not given),4%
Cc1ccc(-n2nnnc2SCCCn2c(=O)c3c(ncn3C)n(C)c2=O)cc1C,-30%

Compound activity deposited in PubChem BioAssay by National Center for Advancing Translational Sciences (NCATS).
